TRPC4 agonist: TRPC4 (mouse) channel activation | B-score at 10 µM | 310,000 compounds, 0.49% hits | Q9QUQ5 | HEK293 TRPC4beta/mu-opioid, Fluo4 calcium fluorescence; stronger effect = higher value;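 active = B-score above 5 SD of library B-scores, and initial fluorescence ratio not above library mean plus 5 SD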;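 note: positive B-score marks a calcium rise read as TRPC4 activation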
Target sequence (Q9QUQ5 whole entry, looked up): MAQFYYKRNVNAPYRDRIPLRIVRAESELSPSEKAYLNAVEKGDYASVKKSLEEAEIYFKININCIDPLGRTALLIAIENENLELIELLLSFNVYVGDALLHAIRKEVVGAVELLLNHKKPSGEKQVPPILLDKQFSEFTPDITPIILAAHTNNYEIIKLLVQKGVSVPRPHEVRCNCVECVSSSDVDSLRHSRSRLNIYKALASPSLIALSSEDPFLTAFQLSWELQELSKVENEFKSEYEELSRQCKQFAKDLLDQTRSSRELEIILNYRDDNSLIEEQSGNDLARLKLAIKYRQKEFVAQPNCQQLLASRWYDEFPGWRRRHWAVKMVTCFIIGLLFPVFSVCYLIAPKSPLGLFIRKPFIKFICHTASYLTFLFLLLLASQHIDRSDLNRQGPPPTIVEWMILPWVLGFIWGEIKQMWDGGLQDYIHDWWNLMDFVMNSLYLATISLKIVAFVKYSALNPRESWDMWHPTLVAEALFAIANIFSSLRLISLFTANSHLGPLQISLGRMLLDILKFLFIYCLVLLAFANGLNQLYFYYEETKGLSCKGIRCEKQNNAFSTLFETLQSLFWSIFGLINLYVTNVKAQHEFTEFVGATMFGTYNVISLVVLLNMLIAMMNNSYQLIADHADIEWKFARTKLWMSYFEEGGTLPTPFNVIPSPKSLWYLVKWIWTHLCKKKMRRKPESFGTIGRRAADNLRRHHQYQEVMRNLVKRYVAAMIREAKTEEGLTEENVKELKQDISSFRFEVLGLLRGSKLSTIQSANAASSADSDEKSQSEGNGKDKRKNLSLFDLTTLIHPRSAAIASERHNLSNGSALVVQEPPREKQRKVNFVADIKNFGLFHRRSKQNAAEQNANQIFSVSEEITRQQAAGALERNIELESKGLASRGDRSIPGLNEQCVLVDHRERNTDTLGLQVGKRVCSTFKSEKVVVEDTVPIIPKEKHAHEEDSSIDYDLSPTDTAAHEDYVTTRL
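Assay system: HEK293 stable line with TRPC4beta plus mu-opioid receptor. Times: dye 45 min RT, read 110 s. Measured by: kinetic Fluo4 calcium fluorescence. Measure: B score of integrated ratio. Controls: assay buffer as low control, maximal DAMGO as high control.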
TRPC6 act: mouse TRPC6 channel activation; Q61143; HEK293-TRPC6 membrane potential dye fluorescence; stronger effect = higher value; B-score at 10 µM; 310,000 compounds, 0.13% hits; AID 2550;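 active = B-score of the integrated fluorescence ratio above library mean plus 3 SD, and starting fluorescence ratio within library mean plus 5 SD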;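 note: higher score means more depolarization so channel activation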
TRPC6 inh: inhibitors of mouse TRPC6 channel; HEK293-TRPC6, membrane potential dye, ACh-evoked depolarization; stronger effect = lower value; B-score at 10 µM; 310,000 compounds, 1.1% hits; AID 2553;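 active = B-score under library mean minus 3 SD, initial fluorescence not abnormally high, positive integrated signal ratio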;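 note: B-score derived from integrated fluorescence ratio over the kinetic read; more negative B-score means stronger inhibition of depolarization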
MrgX1 antagonist: blocks BAM8-22 activation of human MrgX1 receptor. B-score at 10 µM. Q96LB2. AID 588676. 310,000 compounds, 1.3% hits. MRGX1-HEK293 calcium flux, Fluo-4, BAM8-22 antagonism; stronger effect = lower value;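 active = calcium-response B-score plate-corrected more than 3 library SD below zero, starting fluorescence within 5 deviations, no agonist response on first addition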;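 note: peak minus trough fluorescence over baseline after final BAM8-22 challenge near maximal dose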
aSyn UTR inh: MLPCN primary screen, SNCA 5' untranslated region. alpha-synuclein 5'UTR reporter, inhibitor activity. 300,000 compounds, 0.82% hits. AID 1813. inhibition, % (tested at 7.5 µM); in the data active = inhibition above about 60%;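 note: H4 neuroglioblastoma cells stably carrying SNCA 5'UTR luciferase fusion; 0% = DMSO wells and 100% = positive control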
TRPC4 block: TRPC4 (mouse) channel inhibition | HEK293 TRPC4beta/mu-opioid, DAMGO-evoked Fluo4 calcium flux; stronger effect = lower value | B-score at 10 µM | 300,000 compounds, 0.39% hits;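 active = B-score over 3 SD under the library average, no early fluorescence shift, positive overall ratio signal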
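Assay system: HEK293 cells with stable TRPC4beta plus mu-opioid receptor expression. Dosing: single dose. Measured by: Fluo4 Ca2+ flux fluorescence. Also added: DAMGO in two steps, submaximal then maximal. Read-out: B score from integrated Fluo4 fluorescence ratio.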
HIF act: HIF pathway transcriptional activation; U2OS HRE-luciferase reporter, luminescence; normalized: DMSO 0%, desferrioxamine 100%; activation, % at 7.5 µM (by protocol); 300,000 compounds, 0.32% hits;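 active = mean activation of at least 10% of the iron chelator positive control signal, with at least half of replicates also reaching 10%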
IEC-6 tox: kills IEC-6 intestinal cells in KLF5 counter-screen; IEC-6 cytotoxicity, luminescence viability; inhibition, % at 5 µM; 290,000 compounds, 0.78% hits; AID 1825; in the data active = inhibition above about 22%;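 note: 0% = plate median of test compound wells and 100% = cytotoxic reference compound wells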
TRPC4 potent: TRPC4 (mouse) allosteric potentiation | B-score at 10 µM | HEK293 TRPC4beta/mu-opioid, DAMGO EC20, Fluo-4 Ca2+ flux; stronger effect = higher value | Q9QUQ5 | AID 2227 | 310,000 compounds, 0.42% hits;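 active = B-score of calcium response area above 5 SD of library B-scores, with initial fluorescence ratio within 5 SD of library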;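 note: B-score of integrated fluorescence ratio over time as area under calcium response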
KLF5 inhibitor: suppresses KLF5 promoter-driven expression. DLD-1 KLF5 promoter-luciferase reporter, luminescence. inhibition, % at 5 µM. 290,000 compounds, 0.23% hits;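 active = inhibition above a per-plate limit of that plate's mean compound inhibition plus 3 SD, cut at about 60% in these data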;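 note: 0% = DMSO wells and 100% = LY294002 at 200 µM; higher means less KLF5 promoter-driven luciferase light; inactives centre near -14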
SKKanGAS inh: SKKanGAS growth inhibition. inhibition, % at 7.5 µM. S. pyogenes SKKanGAS, kanamycin growth, BacTiter-Glo, 6 h. 300,000 compounds, 1.3% hits;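 active = mean replicate score, as percent of positive control median, at least 50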;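 note: strain carries kanamycin resistance gene driven by streptokinase promoter and grows in 40 µg/ml kanamycin; loss of luminescence reflects streptokinase promoter inhibition or plain growth inhibition; 0% = median of DMSO wells and 100% = positive control at its reference dose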
The depositor's hits bear a star; i = inactive; . = not tested or not shown.

SMILES	TRPC4 agonist	TRPC6 act	TRPC6 inh	MrgX1 antagonist	aSyn UTR inh	TRPC4 block	HIF act	IEC-6 tox	TRPC4 potent	KLF5 inhibitor	SKKanGAS inh
O=C(CSc1nccn1-c1ccc(F)cc1)NCc1ccc(F)cc1	i	i	i	i	12	i	0.3	5	i	-8	-7
CC1CCC(C(=O)NC(C(=O)N2CCN(c3ccccn3)CC2)C(C)C)CC1 (stereo not drawn)	i	i	i	i	12	i	-0.1	-9	i	-41	3
O=C1CN(c2ccc(Br)cc2)C(=O)N1CC(=O)N1CCCc2ccccc21	i	i	i	i	22	i	0.1	-4	i	-38	5
O=C(Nc1ccc(SC(F)F)cc1)C12CCC(CC1)C2	i	i	i	i	-80	i	1.4	1	i	7	-17
CC(C)CN(C(=O)COC(=O)CCN1C(=O)c2ccccc2C1=O)C1CCS(=O)(=O)C1 (stereo not drawn)	i	i	i	i	-21	i	-1.3	0	i	13	0
NC(=O)NC(CC(=O)NCCc1ccccn1)c1ccccc1Cl (stereo not drawn)	i	i	i	i	15	i	0.3	-5	i	10	1
O=C(NCCc1ccccc1)c1cccs1	i	i	i	i	-94	i	0.7	2	i	-172	-5
CCc1nnc(NC(=O)CCN(c2cc(C)cc(C)c2)S(=O)(=O)c2ccc(Cl)cc2)s1	i	i	i	i	9	i	1.2	1	i	-19	-1
CCc1c(-c2ccccc2)nc2sc3c(c2c1N)CCCC3	i	i	i	i	-113	i	3.5	2	i	-8	15
Cc1ccc(C)c(NC(=O)CCc2ccc(C)o2)c1	i	i	i	i	-13	i	0.7	-5	i	-39	0
CC(=O)NC12CC3CC(C1)CC(C(=O)Oc1ccc(N(C)S(=O)(=O)c4cc(C)ccc4C)cc1)(C3)C2	i	i	i	i	16	i	-0.4	.	i	.	-8
Cc1ccc(CNS(=O)(=O)c2c(C)[nH]c(C)c2C(=O)N2CCCCC2)o1	i	i	i	i	23	i	-0.1	-4	i	-25	-3
CCN1C(=O)[C@H]2[C@@H](c3ccc(C)cc3)N3C(=O)N(c4ccc(OC)cc4)C(=O)[C@@]3(Cc3ccccc3)[C@H]2C1=O	i	i	i	i	11	i	-0.1	.	i	.	0
CC(C)CCN(C(=S)NC(=O)C1CCCCC1)c1c(N)n(Cc2ccccc2)c(=O)[nH]c1=O	i	i	i	i	7	i	-0.9	-2	i	-3	-1
c1coc(CNc2ncnc3ccccc23)c1	i	i	i	i	-18	i	3.5	5	i	10	-1
C[C@@H]1CC[C@@]2(O[C@@H](CCO)C[C@@H](O)[C@@H]2O)O1	i	i	i	i	-15	i	0.5	.	i	.	-3
Cc1ccc(NC(=O)CN2C(=O)NC3(CCCc4ccccc43)C2=O)c([N+](=O)[O-])c1 (stereo not drawn)	i	i	i	i	18	i	-0.1	0	i	-34	6
CN1CCN(c2nc3nonc3nc2N2CCN(C)CC2)CC1	i	i	i	i	14	i	-0.4	-1	i	-27	1
C/C=C/c1ccc(OCCCn2cncn2)c(OC)c1	i	i	i	i	-22	i	-7.5	-4	i	-27	1
CC(C)(C)c1ccc(C(=O)NCCC(=O)NCc2ccco2)cc1	i	i	i	i	-1	i	-0.1	-1	i	6	-3
O=C(c1ccco1)N(CCCN1CCOCC1)c1nc(-c2ccc(F)cc2)cs1	i	i	i	i	3	i	0.5	1	i	-6	-9
CCOc1ccccc1/C=N/NC(=O)CSc1n[nH]c(=O)[nH]c1=O	i	i	i	i	-11	i	-0.2	-2	i	-5	2
COc1ccc(-n2c(SCC(=O)NCC3CCCO3)nc3ccccc32)cc1 (stereo not drawn)	i	i	i	i	34	i	0.2	5	i	-20	0
CCCCc1nnc(NC(=O)CN(C)S(=O)(=O)c2ccc(C)cc2)s1	i	i	i	i	11	i	-0.2	-2	i	-27	-2
Cc1cc(N2CCN(C)CC2)ccc1NC(=O)c1c2c(nc3ccccc13)CCN(Cc1ccccc1)C2	i	i	i	i	92*	i	-7.1	3	i	2	-26
The list goes on:
SMILES	TRPC4 agonist	TRPC6 act	TRPC6 inh	MrgX1 antagonist	aSyn UTR inh	TRPC4 block	HIF act	IEC-6 tox	TRPC4 potent	KLF5 inhibitor	SKKanGAS inh
COc1ccc(NC(=O)c2cc(S(=O)(=O)N3CCCCC3)ccc2N2CCCCC2)cn1	i	i	i	i	11	i	-0.5	-4	i	-1	19
NS(=O)(=O)c1ccc(CNS(=O)(=O)Cc2ccc(Cl)cc2)cc1	i	i	i	i	0	i	-1.5	-1	i	-25	-8
CCOc1ccccc1NC(=O)CCC(=O)Nc1nnc(C2CCCCC2)s1	i	i	i	i	-22	i	-0.5	1	i	-48	-16
COC(=O)c1ccccc1NC(=O)C(C)c1ccc([N+](=O)[O-])cc1 (stereo not drawn)	i	i	i	i	12	i	-0.3	-6	i	1	-1
O=C(O)c1ccc(NS(=O)(=O)c2cccc3nsnc23)cc1	i	i	i	i	33	i	-0.1	1	i	-18	-2
Cc1ccc(-n2ccc(=O)c(C(=O)Nc3ccc(S(=O)(=O)N4CCOCC4)cc3)n2)cc1	i	i	i	i	13	i	0.0	7	i	11	-8
COc1cc(NC(=O)c2cccc([N+](=O)[O-])c2)ccc1NC(=O)c1ccco1	i	i	i	i	-32	i	0.0	3	i	-23	-4
C/C=C/C(=O)Nc1cccc(C2=NOC3(C2)C[C@@H](C(N)=O)N(C(=O)c2cc([N+](=O)[O-])cc([N+](=O)[O-])c2)C3)c1 (stereo partly drawn)	i	i	i	i	-2	i	0.1	.	i	.	-1
CC(C)OCCCN1C(=O)c2[nH]nc(-c3ccccc3O)c2C1c1cccc(Cl)c1 (stereo not drawn)	i	i	i	i	10	i	2.1	-2	i	-6	6
COc1ccc(-c2sc3ccc(N4CCOCC4)cc3c2-c2ccc(OC)c(F)c2)cc1	i	i	i	i	-8	i	-3.2	-4	i	8	12
O=C1CC(CCC(=O)NC2CC2)c2ccccc2N1 (stereo not drawn)	i	i	i	i	9	i	-0.1	-2	i	8	-1
COc1ccc(/C=C2\N=C(C)OC2=O)cc1OC(C)=O	i	i	i	i	4	i	0.8	-4	i	3	0
CCn1cnc2cc(NCc3cccc(OC)c3O)ccc21	i	i	i	i	-15	i	0.7	-5	i	-43	-16
O=C(O)c1cc(S(=O)(=O)NC23CC4CC(CC(C4)C2)C3)ccc1Cl	i	i	i	i	-3	i	-0.1	1	i	-13	11
CCOC(=O)CSc1ncnc2c1cnn2-c1ccc(Cl)cc1	i	i	i	i	-17	i	0.1	-4	i	-3	-5
CCc1nn(CC(=O)Nc2cc(C)ccc2C)c(=N)s1	i	i	i	i	17	i	-0.2	4	i	-35	-4
COc1ccc(S(=O)(=O)N2CCN(C(=O)c3ccco3)CC2)c(C)c1C	i	i	i	i	-1	i	0.7	5	i	-7	3
Nc1ccc(C(=O)Nc2cccc(N)c2)cc1	i	i	i	i	-67	i	-0.6	-4	i	-37	1
O=C(Cn1nc(CNc2ccc(Cl)cc2)[n+]2c1CCCCC2)c1ccccc1	i	i	i	i	-1	i	0.6	2	i	-2	11
Cc1nn(-c2ccccc2)c(N)c1C1(O)C(=O)N(C)c2ccccc21 (stereo not drawn)	i	i	i	i	-13	i	0.1	-5	i	6	-6
CCOc1ccc(C2/C(=C(\O)c3ccc4c(c3)OCCO4)C(=O)C(=O)N2CCCn2ccnc2)cc1OC (stereo not drawn)	i	i	i	i	9	i	-0.6	-9	i	4	-6
COc1ccc(C(C#N)c2cnccn2)cc1OC (stereo not drawn)	i	i	i	i	32	i	0.2	.	i	.	-1
CN(C)C(=S)Nc1ccc2c(c1)OCCO2	i	i	i	i	-16	i	0.3	-3	i	-27	2
COc1ccc(-c2nnc(SCC(=O)Nc3nncs3)o2)cc1	i	i	i	i	-1	i	-0.2	2	i	-21	0
CC(/C=N/NC(=O)c1cc(C2CC2)[nH]n1)=C\c1ccccc1	i	i	i	i	-52	i	3.5	2	i	-30	-4
Remaining list, next part
SMILES	TRPC4 agonist	TRPC6 act	TRPC6 inh	MrgX1 antagonist	aSyn UTR inh	TRPC4 block	HIF act	IEC-6 tox	TRPC4 potent	KLF5 inhibitor	SKKanGAS inh
COc1ccc(N2CC(C(=O)Nc3nnc(SCc4ccccn4)s3)CC2=O)cc1 (stereo not drawn)	i	i	i	i	2	i	0.3	-1	i	-32	5
Cc1ccc2[nH]c(=O)c(CN(Cc3ccc4c(c3)OCO4)Cc3nnnn3Cc3ccco3)cc2c1	i	i	i	i	5	i	0.1	-8	i	-8	6
Cc1cc(C)nc(NS(=O)(=O)c2ccc(NC(=O)c3ccc(O)cc3O)cc2)n1	i	i	i	i	5	i	-0.5	-10	i	-30	1
CCOC(=O)C(=Cc1ccccc1OC)C(=O)OCC	i	i	i	i	-37	i	-0.2	-1	i	11	-3
CC1=Nc2ccc3ccccc3c2C1(C)C	i	i	i	-5.8*	-24	i	0.4	1	i	-8	0
CN(C)c1ccc(CNc2ncc(Br)cc2Br)cc1	i	i	i	i	-98	i	0.5	7	i	-23	30
CCc1cc(=O)oc2cc(C)c3c(C)coc3c12	i	i	i	i	10	i	-0.2	5	i	-31	3
CCCSc1nc(O)c(C2OC(=O)c3c2ccc(OC)c3OC)c(=O)n1-c1ccccc1 (stereo not drawn)	i	i	i	i	-14	i	0.3	2	i	-15	7
CCn1c(Sc2nc(C)nc3scc(-c4cccs4)c23)n[nH]c1=O	i	i	i	i	-53	i	-16	0	i	-7	2
C=CCn1c(SCC(=O)Nc2ccc(N(C)C)cc2)nnc1-c1cccc(C)c1	i	i	i	i	-10	i	0.0	-3	i	-17	-1
c1ccc2c(-c3nc(C4CCCCC4)no3)cc(-c3ccncc3)nc2c1	i	i	i	i	-3	i	-0.7	2	i	-13	5
CSc1ccc(/C=C(\NC(=O)c2ccccc2)C(=O)NN)cc1	i	i	i	i	-9	i	-0.2	6	i	-17	1
COc1ccc(CNC(=O)c2c(C)oc3c2C(=O)c2ccccc2C3=O)cc1	i	i	i	i	103*	i	0.4	3	i	-22	87*
CCC(=O)NC(c1ccc([N+](=O)[O-])cc1)c1c(O)ccc2ccccc12 (stereo not drawn)	i	i	i	i	9	i	-0.9	-2	i	-26	8
CC(C)(C)OC(=O)N/N=C\C=C\c1ccc2c(c1)OCO2	i	i	i	i	-197	i	0.7	5	i	-92	-6

From PubChem
